Compound activity from PubChem BioAssay.
mIAP block: blocks mouse intestinal alkaline phosphatase; purified mouse IAP, CDP-Star luminescence, 30 min; inhibition, % at 10 µM; actives 0.2% (n = 330,000);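 active = inhibition of at least 40% at 10 µM in the primary screen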;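 note: plate controls were DMSO with enzyme for no effect and no enzyme wells for full effect; values of inactives mirror those of a sister screen read the other way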
ATG4B inhibitor: blocks human ATG4B protease cleavage of LC3 substrate. ATG4B cleavage of LC3-PLA2, NBD-HPC fluorescence, 1 h. Q9Y4P1. actives 0.51% (n = 340,000). inhibition, % at 8.33 µM. AID 504462; in the data active = inhibition above about 40%
Target sequence (Q9Y4P1 whole entry, looked up): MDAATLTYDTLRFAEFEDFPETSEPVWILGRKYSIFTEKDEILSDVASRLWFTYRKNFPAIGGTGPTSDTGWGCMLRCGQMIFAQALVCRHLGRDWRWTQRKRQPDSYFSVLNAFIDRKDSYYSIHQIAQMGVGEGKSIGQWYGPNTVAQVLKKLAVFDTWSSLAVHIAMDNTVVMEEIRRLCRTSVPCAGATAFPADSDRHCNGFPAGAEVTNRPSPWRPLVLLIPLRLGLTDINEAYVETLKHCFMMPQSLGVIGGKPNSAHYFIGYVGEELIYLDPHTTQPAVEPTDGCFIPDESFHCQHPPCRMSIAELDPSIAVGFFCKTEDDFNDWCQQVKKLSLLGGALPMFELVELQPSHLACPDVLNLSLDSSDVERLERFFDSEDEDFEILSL
APOBEC3A inh: inhibitors of human APOBEC3A DNA deaminase | P31941 | recombinant A3A, FAM/TAMRA ssDNA deamination fluorescence | inhibition, % at 20 µM | actives 0.41% (n = 330,000);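 active = at least 40% inhibition at 20 µM here, with at most 30% in a related deaminase screen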;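 note: plate controls were A3A with DMSO for no effect and wells lacking A3A enzyme for full effect; some results filed as inactive read as strong as hits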
MIN6 prolif: MIN6 beta-cell proliferation induction; MIN6 cells proliferation, ATPlite luminescence, 48 h; cells starved in 0.2% serum; 100% = growth in 10% serum; proliferation, % at 10 µM; actives 0.29% (n = 330,000);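 active = compounds whose signal lies at least 3.5 SD above the mean of all wells on their plate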;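 note: 0% = DMSO-treated cells in low-serum medium and 100% = 10% serum control; some compounds called inactive have numbers as strong as hits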
A3G deaminase: inhibitors of human APOBEC3G DNA deaminase | Q9HC16 | actives 0.28% (n = 330,000) | recombinant A3G, ssDNA deamination FAM/TAMRA fluorescence | inhibition, % at 20 µM | AID 493012;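 active = inhibition of at least 40% at 20 µM, with no more than 30% in the related APOBEC3A deaminase screen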;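 note: plate controls were DMSO wells with A3G for no effect and wells lacking A3G enzyme for full effect; some compounds called inactive have numbers as strong as hits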
hIAP activ: increases human intestinal alkaline phosphatase activity; AID 2524; actives 0.16% (n = 330,000); P09923; purified human IAP, CDP-Star luminescence, 30 min; active compounds read high; 1 = vehicle-only enzyme, 0 = enzyme-free background; activation factor at 10 µM;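 active = activation factor of the enzyme at least 2-fold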; note: the source names both 10 and 20 µM as test concentration; values of inactives mirror those of a sister screen read the other way
Target sequence (P09923 whole entry, looked up): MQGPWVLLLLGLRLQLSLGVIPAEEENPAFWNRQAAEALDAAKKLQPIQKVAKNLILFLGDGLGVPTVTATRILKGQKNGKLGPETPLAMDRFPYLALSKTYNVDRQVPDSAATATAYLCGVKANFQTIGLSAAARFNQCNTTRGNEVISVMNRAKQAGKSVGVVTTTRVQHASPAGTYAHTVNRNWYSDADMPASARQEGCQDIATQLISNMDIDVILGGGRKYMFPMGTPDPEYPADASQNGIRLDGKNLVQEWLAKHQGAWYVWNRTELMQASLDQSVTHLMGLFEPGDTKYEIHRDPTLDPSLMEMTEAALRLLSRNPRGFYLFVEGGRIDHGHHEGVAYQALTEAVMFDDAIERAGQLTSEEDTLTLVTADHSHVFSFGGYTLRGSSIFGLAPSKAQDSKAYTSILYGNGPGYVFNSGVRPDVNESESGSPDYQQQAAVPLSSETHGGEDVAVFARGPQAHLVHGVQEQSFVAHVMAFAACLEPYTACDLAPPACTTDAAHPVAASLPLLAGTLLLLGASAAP
mIAP activ: mouse IAP activation. activation factor at 10 µM. actives 0.24% (n = 330,000). muIAP, CDP-Star luminescence, 30 min; active compounds read high; 1 = vehicle-only enzyme signal, 0 = enzyme-free wells;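 active = activation factor of at least 2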; note: the source names both 10 and 20 µM as test concentration; values of inactives mirror those of a sister screen read the other way
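Assay system: mouse IAP enzyme; reagent: chemiluminescent substrate CDP-Star; dosing: test compounds delivered from DMSO solution; schedule: 30 min at room temperature; measured by: luminescence from enzymatic CDP-Star hydrolysis; controls: DMSO-only wells and no-enzyme negative control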
MPTP inh: permeability transition pore inhibition; isolated mouse mitochondria, Ca2+ swelling absorbance, 30 min; inhibition, % at 10 µM; actives 1.4% (n = 360,000); AID 602449;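 active = inhibition of 50% or more, scaled per plate between neutral and stimulator controls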;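 note: 0% = DMSO wells given calcium and 100% = 1 mM EGTA wells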
hIAP inh: blocks human intestinal alkaline phosphatase; purified IAP, CDP-Star luminescence, 30 min; inhibition, % at 10 µM; actives 0.12% (n = 330,000); P09923;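 active = inhibition reaching a set limit with compound at 10 µM in the primary screen, cut at about 35% in these data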;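 note: plate controls were DMSO wells with enzyme for no effect and no-enzyme buffer wells for full effect; values of inactives mirror those of a sister screen read the other way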
Starred values were filed as active, the others as inactive; & = joins results of further samples. Outcome played no part in choosing rows; any-hit rate near 3.3%.

Under each structure: mIAP block, ATG4B inhibitor, APOBEC3A inh, MIN6 prolif, A3G deaminase, hIAP activ, mIAP activ, MPTP inh, hIAP inh
1. COc1ccc(C2(C(=O)N3CCOCC3)CCCC2)cc1
 : -4, 11, 5, 0, 0, 1.2, 1, 3.2, -16
2. COc1cc(OC)c(NC(=O)CCc2nc(-c3ccc(C)cc3)no2)cc1Cl
 : 12, 8, -1, -3, -4, 1.1, 0.89, -0.5, -11
3. Cc1[nH]n(C(N)=S)c(=O)c1N=Nc1ccc(S(=O)(=O)N2CCCCCC2)cc1
 : 12, -12, -1, -2, -4, 0.86, 0.88, 13, 14
4. Cc1cc(C(=O)Nc2nncs2)oc1C
 : -2, -7, -3, -1, -1, 0.72, 1, 0.2, 28
5. O=C1C(Cl)=C(N2CCCCCC2)C(=O)N1c1ccccc1Cl
 : -3, -7, -4, -3, -7, 1.1, 1, 0.0, -8
6. CNc1ncc(C(=O)c2ccc(Cl)cc2)s1
 : 12, -1, 0, 0, -6, 0.98, 0.88, -1.2, 2
7. O=C(CSc1cccc[n+]1[O-])c1ccc(-c2ccccc2)cc1
 : 0, -5, 9, -1, -2, 1.1, 1, -0.1, -6
8. O=C(NNc1ccccc1[N+](=O)[O-])NC1CCCCC1
 : 4, -2, 1, -2, -9, 1.1, 0.96, -0.2, -15
9. COc1ccc(C(=O)N2CCN(c3cccc(Cl)c3)CC2)cc1S(=O)(=O)NC1CC1
 : 4, -7, -5, -3, -7, 0.93, 0.96, -2.4, 7
10. COc1cc(NC(=O)c2ccc3c(c2)S(=O)(=O)N=C2CCCCCN23)cc(OC)c1
 : 7, -7, 10, 3, -5, 0.87, 0.93, -0.2, 13

(further entries)
Under each structure: mIAP block, ATG4B inhibitor, APOBEC3A inh, MIN6 prolif, A3G deaminase, hIAP activ, mIAP activ, MPTP inh, hIAP inh
11. CCN1c2ccccc2-c2nc3ccccc3n2C1c1ccco1 (configuration not stated)
 : -8, 0, -3, -3, -10, 1, 1.1, 1.6, -4
12. COc1cc(C(=O)OCCCN=C2NS(=O)(=O)c3ccccc32)cc(OC)c1OC
 : 3, -8, -5, -1, -6, 0.83, 0.97, 0.0, 16
13. Cc1cccc(NC(=O)COC(=O)CN2CCCCCC2=O)c1C
 : 5, -5, -4, -2, -5, 1.1, 0.95, 0.3, -8
14. C=C(Br)Cn1c(CCC)nc2ccccc21
 : -2, 1, -3, -2, -4, 1, 1, 6.1, -5
15. O=C(CCN1C(=O)c2ccccc2C1=O)C1=NN[C@@H]2C(=O)N(c3ccc4c(c3)OCCO4)C(=O)[C@H]12
 : 15, -9, -1, -2, -7, 1, 0.85, 1.2, -2
16. COc1cccc(-c2csc3nc[nH]c(=O)c23)c1
 : -7, 0, 1, 1, -3, 1.1, 1.1, -1.1, -13
17. COc1ccc(Cl)cc1NC(=O)c1ccccc1C
 : 5, 8, 1, -1, 41*, 1, 0.95, -6.6, -4
18. COCc1ccc(-c2c(-c3ccc(OC)cc3)oc(=O)c3cc(OC)c(OC)cc23)cc1
 : -5, 6, -3, -5, -7, 0.85, 1.1, -0.9, 15
19. Cc1cc(C)c(NC(=S)NCCCSC2CCCCC2)c(C)c1
 : -40, -2, 1, -6, 1, 0.97, 1.4, 11, 3
20. Cc1ccc(C)c(NC(=O)COC(=O)c2ccc(S(=O)(=O)N3CCCCC3)cc2)c1
 : -5, 4, 1, 0, -4, 1, 1.1, -0.2, -4

Whole records, quoted from the list. Order of values: mIAP block	ATG4B inhibitor	APOBEC3A inh	MIN6 prolif	A3G deaminase	hIAP activ	mIAP activ	MPTP inh	hIAP inh
`COc1ccc(Cl)cc1NC(=O)c1ccccc1C` is listed as 5	8	1	-1	41*	1	0.95	-6.6	-4
`CCN1c2ccccc2-c2nc3ccccc3n2C1c1ccco1` (configuration not stated) is listed as -8	0	-3	-3	-10	1	1.1	1.6	-4
`Cc1cc(C)c(NC(=S)NCCCSC2CCCCC2)c(C)c1` is listed as -40	-2	1	-6	1	0.97	1.4	11	3

Next results follow.
Under each structure: mIAP block, ATG4B inhibitor, APOBEC3A inh, MIN6 prolif, A3G deaminase, hIAP activ, mIAP activ, MPTP inh, hIAP inh
21. CN(Cc1ccc(F)cc1)C(=O)c1cc(COc2ccc(-n3cncn3)cc2)on1
 : 11, -4, -4, -1, -6, 1.2, 0.89, 9.0, -24
22. CN(c1ccc(C(=O)N2CCN(c3ccc(F)cc3)CC2)cc1)S(C)(=O)=O
 : -17, -8, -1, -2, -6, 1.5, 1.2, -1.3, -50
23. CCOP(=O)(OCC)c1nc(/C=C/c2ccccc2)oc1NCc1ccc(OC)cc1
 : -15, -4, -4, -5, -5, 0.95, 1.1, -2.2, 5
24. CN(C)C(CNc1ccc(C(F)(F)F)cn1)c1ccccc1 (configuration not stated)
 : 1, -7, -2, -1, -5, 1, 0.99, 68*, 0
25. COc1cccc(/C=N/Nc2nc(Nc3ccccc3)nc(-n3nc(C)cc3C)n2)c1O
 : 19, 12, -3, -4, -7, 1, 0.81, 10, -3
26. NS(=O)(=O)c1cc(Cl)c(Cl)c(S(N)(=O)=O)c1
 : 8, 8, 1, -2, 2, 1, 0.92, 3.7, -2
27. O=C(CS(=O)(=O)Cc1ccccc1)N1CCN(Cc2ccc3c(c2)OCO3)CC1
 : 8, -6, -1, 0, -3, 0.82, 0.92, -0.9, 18
28. CCOC(=O)C1CCCN(C(=S)Nc2cc(C)cc(C)c2)C1 (configuration not stated)
 : 4, -4, -4, 3, -13, 0.82, 0.96, -1.5, 18
29. CCCCCCSc1cc(-c2nc3ccc(C)cn3c2NCc2ccccc2)ccc1OC
 : -2, 17, -6, -8, -10, 1, 1, 14&6.2, -1
30. COc1ccc(CNS(=O)(=O)c2cc3c(cc2Cl)NC(=O)CO3)cc1
 : -2, -7, -4, -2, -9, 0.95, 1, -0.3, 5

Some of these compounds in order of number of heavy atoms, ascending:
Under each structure: mIAP block, ATG4B inhibitor, APOBEC3A inh, MIN6 prolif, A3G deaminase, hIAP activ, mIAP activ, MPTP inh, hIAP inh
26. NS(=O)(=O)c1cc(Cl)c(Cl)c(S(N)(=O)=O)c1
 : 8, 8, 1, -2, 2, 1, 0.92, 3.7, -2
8. O=C(NNc1ccccc1[N+](=O)[O-])NC1CCCCC1
 : 4, -2, 1, -2, -9, 1.1, 0.96, -0.2, -15
29. CCCCCCSc1cc(-c2nc3ccc(C)cn3c2NCc2ccccc2)ccc1OC
 : -2, 17, -6, -8, -10, 1, 1, 14&6.2, -1

Remaining list, next part:
Under each structure: mIAP block, ATG4B inhibitor, APOBEC3A inh, MIN6 prolif, A3G deaminase, hIAP activ, mIAP activ, MPTP inh, hIAP inh
31. Cc1ccc(C(=O)CCC(=O)OC(C)C(=O)NC2CCCCC2C)cc1 (configuration not stated)
 : 2, -2, 1, -2, -1, 0.95, 0.98, -0.2, 5
32. Cn1cc(CN2C[C@H]3CC[C@H]2C3)c(-c2ccccc2F)n1
 : 9, 19, -1, 0, -6, 0.99, 0.91, -2.4, 1
33. O=C(O)c1cccc(Nc2ccnc(Nc3cccc(C(=O)O)c3)n2)c1
 : 1, -2, -2, 2, -6, 0.92, 0.99, 0.2, 8
34. COCCCn1c(=NC(C)=O)c(C#N)cc2c(=O)n3cccc(C)c3nc21
 : -9, 3, 15, -3, 16, 1.2, 1.1, 2.9, -16
35. C=CCSc1nc(O)c(CC)c(=O)n1C(C)CC (configuration not stated)
 : 10, -14, 0, 0, -4, 0.93, 0.9, 0.0, 7
36. COc1cc2[nH]c(=O)n(CCC(=O)N3CCN(Cc4ccc5c(c4)OCO5)CC3)c(=O)c2cc1OC
 : -9, -3, -3, -3, -4, 0.97, 1.1, 0.5, 3
37. Cc1ccc(SCC(=O)N(C)C2CCS(=O)(=O)C2)cc1 (configuration not stated)
 : -8, 8, -1, 0, -3, 0.92, 1.1, -0.4, 8
38. CCOC(=O)C1(Cc2ccc(Cl)cc2)CCN(C(=O)c2sc(C)nc2C)CC1
 : -1, 13, -2, -1, -4, 1.1, 1, 24, -10
39. CCCc1cc(=O)[nH]c(Nc2ccc3c(c2)OCCO3)n1
 : 12, -9, -1, 1, -3, 1, 0.88, 0.5, -4
40. NNC(=O)c1ccccc1OCCOc1ccccc1
 : 2, -1, 0, -2, -8, 1, 0.98, -1.0, 0

(list continues)
Under each structure: mIAP block, ATG4B inhibitor, APOBEC3A inh, MIN6 prolif, A3G deaminase, hIAP activ, mIAP activ, MPTP inh, hIAP inh
41. Cc1cc(C)n(-c2nc(NCCCO)c3c4c(sc3n2)CCCC4)n1
 : -6, -14, -1, -2, 1, 1.2, 1.1, -3.5, -19
42. O=c1[nH]c(SCc2ccccc2Cl)nc2c1CCC2
 : 5, 3, -3, 1, -5, 0.89, 0.95, 5.9, 11
43. Cc1[nH]c(=O)[nH]c(=O)c1/C=C/C(=O)OCC(C)C
 : -8, 1, 0, -1, -3, 1, 1.1, 0.5, 0
44. CCCc1nnc(NC(=O)CSc2nnc(-c3ccco3)n2C)s1
 : -1, -4, 6, 3, -1, 1.1, 1, 1.0, -11
45. CCCOC(=O)c1c(NC(=O)/C=C/c2cnn(C)c2C)sc(C(=O)OC)c1C
 : 4, 0, 1, -3, -2, 0.97, 0.96, 1.9, 3
46. CCOC(=O)CNC(=O)Cc1ccc(Cl)cc1
 : -3, 10, -3, 2, -6, 0.82, 1, 0.1, 18
47. CSc1oc(-c2ccccc2)nc1S(=O)(=O)c1ccc(F)cc1
 : 7, 3, 0, -2, -2, 0.82, 0.93, -0.2, 18
48. NC(N)=S
 : 10, -3, 1, 2, -1, 1.2, 0.9, -2.9, -17
49. COc1ccc(NC(=O)C2CC(c3ccc(Cl)cc3)=NO2)cc1OC (configuration not stated)
 : -4, -1, -5, -3, -3, 1.3, 1, -1.1, -35
50. CCN(CC)S(=O)(=O)c1ccc(N2CC(C(=O)N3CCOCC3)CC2=O)cc1 (configuration not stated)
 : -2, -59, -1, -2, -6, 0.98, 1, -1.7, 2

Shown as a hit in MPTP inh, of those listed so far:
item | SMILES | mIAP block | ATG4B inhibitor | APOBEC3A inh | A3G deaminase | hIAP activ | mIAP activ | MPTP inh | hIAP inh
24 | CN(C)C(CNc1ccc(C(F)(F)F)cn1)c1ccccc1 (configuration not stated) | 1 | -7 | -2 | -5 | 1 | 0.99 | 68* | 0

Continued.
Under each structure: mIAP block, ATG4B inhibitor, APOBEC3A inh, MIN6 prolif, A3G deaminase, hIAP activ, mIAP activ, MPTP inh, hIAP inh
51. Cn1cc(C(C[N+](=O)[O-])c2ccccc2)c2ccccc21 (configuration not stated)
 : 4, 0, -4, -4, -2, 1.1, 0.96, 0.4, -7
52. O=C(N/C(=C\c1ccccc1Cl)C(=O)N1CCOCC1)c1ccc([N+](=O)[O-])cc1
 : 2, 2, -3, -2, -11, 1, 0.98, -2.2, 0
53. O=C1/C(=C\c2ccc3c(c2)OCO3)CCC/C1=C/c1ccc2c(c1)OCO2
 : 14, -5, 0, -3, -3, 0.92, 0.86, -1.6, 8
54. COc1cc(C(=O)NCCOc2cccc3cccnc23)cc(OC)c1OC
 : -3, -1, 4, 0, -13, 1, 1, 0.5, -1
55. COc1ccc(CCN2CC(C(=O)NCCc3cn[nH]c3)CCC2=O)cc1 (configuration not stated)
 : 6, 18, -6, -4, -1, 0.93, 0.94, -1.3, 7
